NOD2-RIPK2 inh = NOD2-RIPK2 protein interaction inhibition; CHO BLA complementation NOD2-RIPK2, CCF4 ratio; O43353; inhibition, % at 4.98 µM; AID 624267; 0.38% of 360,000 active; in the data active = inhibition above about 21%;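 also: 0% = vehicle only and 100% = reference blocker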
MC4R ag barr = agonists of human melanocortin 4 receptor (MC4R) beta-arrestin. P32245. U2OS MC4R beta-arrestin complementation, luminescence; percent of melanotan II response, DMSO zero. activation, % at 8.9 µM. 0.98% of 360,000 active. AID 540308;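 active = activation above a per-plate cutoff, the mean activation of sample wells on that plate plus 3 SD, cut at about 8% in these data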
SRC2 inh = human SRC2 (NCOA2) inhibition. Q15596. HEK293 GAL4-SRC2 luciferase reporter, luminescence. inhibition, % at 9 µM. 0.17% of 370,000 active;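 active = inhibition above the mean inhibition of all tested compounds plus 3 SD, set per campaign, cut at about 52% in these data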;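 also: 0% = DMSO treated cells and 100% = cells given Gossypol at 36 µM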
m5-HT2A agonist = activates the mouse 5-HT2A serotonin receptor | P35363 | CHO-K1 mHTR2A beta-arrestin complementation, luminescence; percent of 30 µM serotonin response | activation, % at 7.6 µM | 0.66% of 360,000 active;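 active = activation above a run cutoff, the mean activation of all tested compounds plus 3 SD, cut at about 14% in these data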;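 also: 0% = plate median of compound wells and 100% = 30 µM serotonin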
MC4R antag cAMP = human MC4R antagonism in cAMP assay; P32245; 0.48% of 360,000 active; MC4R-expressing cells, MTII-stimulated cAMP, LANCE TR-FRET; inhibition, % at 6.5 µM;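 active = inhibition above its plate's cutoff, the mean of tested wells on that plate plus 3 SD, cut at about 29% in these data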;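 also: 0% = Melanotan II alone and 100% = Melanotan II plus saturating MCL0020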
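Material: human MC4R-expressing U2OS cells. Probe or stimulus: Melanotan II challenge. Dosing: 6.5 µM single dose. Times: 30-min compound, 1-h challenge, 1-h detection, room temperature. Technique: TR-FRET with Eu-cAMP and labeled anti-cAMP, 671 nm. Replication: singlicate.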
ABHD5 PLIN5 PPI = blocks binding of human ABHD5 to perilipin-5; Split G. princeps luciferase complementation, luminescence, 4 h; inhibition, % at 4 µM; 0.78% of 360,000 active;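 active = inhibition above the mean inhibition across every tested compound plus 3 SD, cut at about 22% in these data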;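 also: 0% = DMSO only wells and the 100% control is not disclosed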
TLR9-MyD88 inh = blocks human TLR9 binding to MyD88; Q9NR96+Q99836; CHO BLA complementation TLR9-MyD88, CCF4 FRET ratio; inhibition, % at 4.98 µM; 0.21% of 340,000 active; AID 504734;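 active = inhibition above the mean over all tested compounds plus 3 SD, cut at about 21% in these data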;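 also: 0% = DMSO only wells and 100% = clavulanate BLA inhibitor control wells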
Cardio protect = modulators protecting cardiomyocytes from myocardial damage; H9c2 cardiomyocytes, H2O2 injury protection, ATPLite, 2 h; protection from H2O2 cell death, % at 20 µM; 0.63% of 360,000 active; AID 588492;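 active = compounds giving at least 50% protection of heart cells from peroxide-induced death in the single-dose screen, raw or plate-pattern-corrected value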;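 also: 0% = DMSO wells with peroxide and 100% = DMSO wells without peroxide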
Glyco luc inh = blocks N-linked glycosylation in D54 reporter cells. D54 ERlucT glycosylation luciferase reporter, 24 h; percent of 100 nM tunicamycin response. reporter increase, % at 12.5 µM. 0.23% of 360,000 active. AID 588692;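 active = mean luciferase reporter signal, scaled so untreated is 0 and the glycosylation-blocking control 100, at or above a set limit in every replicate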;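 also: luciferase carries N-glycosylation sites so blocking glycosylation raises the light; 0% = median of neutral control wells and 100% = median of 100 nM tunicamycin wells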
ABCB6 inh 2 = inhibitors of human ABC transporter ABCB6. K562-ABCB6 porphyrin accumulation, flow cytometry, 1 h; active compounds read low. fluorescence ratio to DMSO, % at 10 µM. 0.19% of 360,000 active. AID 602162;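 active = fluorescence ratio to DMSO below 75%, the collection mean minus 3 SD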;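 also: signal is porphyrin accumulated inside mitochondria; 100% equals median channel fluorescence of DMSO control wells; lower ratio means ABCB6 inhibition with less porphyrin fluorescence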
Target sequence (Q9NP58 whole entry, looked up): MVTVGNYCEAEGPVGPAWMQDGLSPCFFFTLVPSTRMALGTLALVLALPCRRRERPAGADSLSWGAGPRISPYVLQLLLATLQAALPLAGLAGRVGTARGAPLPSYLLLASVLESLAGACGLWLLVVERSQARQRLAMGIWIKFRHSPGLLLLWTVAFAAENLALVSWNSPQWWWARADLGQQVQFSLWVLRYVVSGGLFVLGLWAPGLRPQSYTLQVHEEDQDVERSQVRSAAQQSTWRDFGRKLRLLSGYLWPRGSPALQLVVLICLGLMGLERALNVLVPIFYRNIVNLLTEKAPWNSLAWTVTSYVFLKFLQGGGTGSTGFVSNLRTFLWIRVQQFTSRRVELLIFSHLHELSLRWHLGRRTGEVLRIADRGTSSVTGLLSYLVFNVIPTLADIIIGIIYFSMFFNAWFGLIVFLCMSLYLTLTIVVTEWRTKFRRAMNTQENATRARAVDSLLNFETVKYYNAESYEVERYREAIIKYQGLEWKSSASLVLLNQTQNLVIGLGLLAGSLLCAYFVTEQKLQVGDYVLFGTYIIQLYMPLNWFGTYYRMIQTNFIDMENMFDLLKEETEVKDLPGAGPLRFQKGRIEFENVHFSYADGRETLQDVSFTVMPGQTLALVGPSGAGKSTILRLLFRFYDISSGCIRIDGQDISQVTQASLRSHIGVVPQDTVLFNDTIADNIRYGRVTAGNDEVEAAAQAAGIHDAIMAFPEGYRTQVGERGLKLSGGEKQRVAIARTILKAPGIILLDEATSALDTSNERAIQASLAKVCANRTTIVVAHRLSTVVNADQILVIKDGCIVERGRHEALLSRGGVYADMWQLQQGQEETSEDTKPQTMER
Numbers without * were called inactive; nt = no result given. Some of the compounds tested; the hit share may differ from the screen's.

SMILES	NOD2-RIPK2 inh	MC4R ag barr	SRC2 inh	m5-HT2A agonist	MC4R antag cAMP	ABHD5 PLIN5 PPI	TLR9-MyD88 inh	Cardio protect	Glyco luc inh	ABCB6 inh 2
COc1cccc(-n2cc(C(=O)NC(C)C)c3ccccc3c2=O)c1	-9.3	-1.0	-2.3	4.0	-1.6	4.3	-11.8	8.7	3.3	98.0
COCCNC(=O)C1Cc2cc(S(=O)(=O)N3CCCC3)ccc2N1C(C)=O (stereo not given)	-1.1	-2.1	14.1	-5.8	13.3	-6.2	-13.6	-3.6	0.1	99.0
Cc1ccc(SCC(=O)Nc2cc([N+](=O)[O-])ccc2O)cc1	-1.7	-1.4	-14.9	5.4	5.7	-1.7	-6.6	-18.2	1.3	94.0
COc1ccccc1OCC(=O)N/N=C1/C=C(C)CC1	-2.3	-2.2	-6.1	-2.3	6.8	2.0	2.3	3.7	-0.8	100.0
COCCN1Cc2cccc(C(=O)NCC3CCN(CC(C)C)C3)c2C1=O (stereo not given)	-8.4	-2.2	-3.8	-0.2	-3.8	3.6	-2.5	5.6	-1.9	101.0
COCCCn1c(SCc2nnc(-c3ccc(OC)c(OC)c3)o2)nnc1-c1ccncc1	-6.8	0.4	-6.2	-1.9	3.1	-0.9	-7.6	1.0	-1.4	106.0
COc1ccccc1NC(=O)c1csc2c1CCCC2	-13.6	-0.2	-31.3	4.2	4.1	-5.5	-0.6	-6.9	4.0	94.0
CC(C)CN1CCC(=O)N(CCOc2ccccc2)CC1	-0.5	-1.1	-69.3	2.0	1.6	7.2	-2.7	-0.6	0.5	97.0
CC(=O)Nc1cccc(C(=O)OCC(=O)N2CCC(c3ccccc3)=N2)c1	7.2	-5.2	-63.0	1.3	6.7	8.5	-0.7	5.4	-0.2	96.0
CC(=O)Nc1cc2c3c(c1)CCN3C(=O)CC2	-5.4	3.1	17.7	2.7	-8.2	18.0	2.6	5.0	2.2	80.0
CCn1c(C)c(C(=O)c2ccccc2)c(C#N)c1C(=O)O	6.8	-0.8	-27.5	-4.2	1.4	-2.5	4.2	4.2	1.4	100.0
Cc1cccc(C2=N/C(=C\c3cccs3)C(=O)O2)c1	5.4	1.4	-21.4	1.2	5.0	-7.7	-10.5	5.5	1.8	101.0
O=C(CN1CCC(NC(=O)c2ccccc2Cl)CC1)NCc1ccco1	2.7	-0.4	6.8	-1.5	-2.1	-3.0	-6.1	-2.8	0.4	97.0
Cc1cccn2c(=O)c(/C=C(\C#N)C(=O)NCc3ccco3)c(N3CCCCCC3)nc12	7.0	-1.4	0.4	2.2	14.3	2.2	nt	12.7	-1.0	99.0
CCCn1c(=O)c(C(=O)NCc2ccccc2)c(O)c2ccccc21	-10.7	0.6	-5.7	-0.1	-1.9	1.0	-3.2	7.5	0.4	100.0
C=CCN(CC=C)CCOc1cccc2ccccc12	-3.6	0.8	-17.7	14.4*	-2.1	-2.7	3.8	-2.7	1.9	92.0
Cc1cccc(-n2ncc3c2CCCC3NC(=O)CCN2CCCO2)c1C (stereo not given)	-4.4	-1.2	0.4	15.9*	4.8	1.5	3.3	-6.1	0.0	101.0
Cc1ccc(-n2c(O)c(C=NC3CCS(=O)(=O)C3)c3ccccc3c2=O)c(C)c1 (stereo not given)	-8.2	-0.5	-33.8	0.1	20.1	-0.3	2.5	1.3	-2.3	97.0
O=P(O)(Cc1ccccc1)Cc1ccccc1	0.7	-0.6	-2.7	7.2	19.8	-0.9	-7.6	4.4	3.1	94.0
CCn1c(SCC(=O)Nc2nc(-c3ccc(C)cc3)cs2)nnc1-c1ccccc1O	11.8	-0.5	5.2	4.5	5.1	-2.4	0.1	-19.8	1.7	97.0
COc1ccc(NS(=O)(=O)c2cccc(C(=O)OCC(=O)NC3CC3)c2)cc1	-5.2	-3.9	-11.5	-1.2	0.4	-0.5	5.1	-4.5	-1.2	102.0
COc1ccc(CCNc2c3ccccc3nc3ccccc23)cc1OC	-7.8	0.6	-107.4	-2.0	4.5	0.5	-0.2	-3.2	84.5*	95.0
CC(C)(C)c1ccc(OCc2ccc(C(=O)N3CCOCC3)o2)cc1	-7.9	-0.3	-20.9	5.1	-8.6	7.1	-9.5	-8.1	16.6	100.0
Cc1cc(C(=O)C(C)OC(=O)c2ccc(NC(=O)CC#N)cc2)c(C)n1-c1ccccc1 (stereo not given)	1.6	-2.8	45.9	-7.3	13.6	-4.5	1.8	-8.0	-4.9	93.0
Cc1ccsc1CNn1cnnc1SCc1ccccc1F	-8.3	-0.5	5.5	-1.4	2.5	1.9	0.4	-6.6	-0.3	95.0
CCOc1ccccc1OCCCC(=O)NNC(=O)c1ccc(F)cc1	-11.5	-0.9	-22.7	0.9	4.3	7.7	10.1	1.5	3.2	101.0
COc1ccc(CNC(=O)c2[nH]c(C(F)(F)F)nc2-c2ccccc2)cc1	7.1	nt	-9.4	4.0	nt	0.2	nt	-4.5	1.3	99.0
COc1cc(OC)cc(-c2sc3ccc(OC)cc3c2C#CCO)c1	-7.2	0.6	-28.8	8.4	5.5	-3.1	-1.2	-7.0	2.3	101.0
Cc1ccc(NC(=O)CC(C)S(=O)(=O)c2ccc3c(c2)NC(=O)CO3)cc1C (stereo not given)	6.2	2.7	0.2	-4.1	4.4	9.6	-7.3	0.7	-1.4	102.0
CC(C)CCn1c(SCC(=O)c2ccccc2)nc2c1c(=O)[nH]c(=O)n2C	-6.0	3.2	3.2	-2.6	6.1	3.0	1.9	-10.0	0.8	90.0
CCOCCCNC(=S)N1CCN(c2nc(-c3ccc(F)cc3)cs2)CC1	-11.6	-2.0	23.2	-5.9	6.5	7.5	-9.9	-10.9	0.4	90.0
O=C(Nc1ccccc1C(=O)N/N=C/c1ccco1)c1ccccc1	-3.2	-4.5	-11.3	2.0	-1.7	-0.7	-0.5	-6.1	0.7	97.0
CCC(C)C(=O)N1CCc2cc(-c3csc(N)n3)ccc21 (stereo not given)	-6.7	2.2	-35.0	0.2	-5.0	0.9	-0.6	-22.4	-7.1	98.0
N#C/C(=N\Nc1c(Cl)cccc1Cl)C(=O)NN	2.9	-0.4	-15.4	-1.1	-7.3	-3.4	-20.4	0.2	3.2	100.0
C#Cc1ccc(C(=O)NCc2ccc(N3CCCC3=O)cc2)cc1	-0.4	-2.2	-27.3	-4.7	7.2	0.8	5.3	-3.6	-0.3	93.0
COc1nccnc1NS(=O)(=O)c1ccc(NC(=S)NC(=O)c2ccccc2)cc1	0.6	-2.3	-16.1	-1.8	-3.8	-5.3	-7.3	3.6	3.5	98.0
FC(F)Oc1cccc(NC(=S)N2CCN(c3ccccn3)CC2)c1	-2.7	-0.4	-8.0	-2.3	4.7	-2.1	-1.5	-10.8	0.5	92.0
O=C(COC(=O)c1n[nH]c2ccccc12)Nc1ccccc1Br	-9.1	1.5	-19.4	0.0	3.4	-0.5	-1.6	1.4	4.9	101.0
CC(=O)c1sc(Nc2ccc(C)cc2)nc1C	-2.0	-0.5	-29.3	-1.5	16.2	0.0	-1.8	-0.2	0.0	98.0
COc1ccccc1C/C(N)=N/OC(=O)COc1cccc(C)c1	-7.2	1.7	8.4	-2.6	-5.2	-1.4	-9.9	3.4	-0.5	97.0
O=[N+]([O-])c1cccnc1N1CCN(c2ccccc2F)CC1	-3.9	-0.4	-36.9	1.7	-0.8	-3.9	2.1	-14.4	-1.2	96.0
CCNC(=O)C1(C)CCCN(C(=O)c2ccc3sccc3c2)C1 (stereo not given)	8.1	-1.7	-9.5	-2.9	-0.7	-0.6	nt	4.4	-7.4	88.0
COc1ccccc1-n1cnc2sc(C)c(C)c2c1=O	-8.6	-0.7	-1.8	2.0	2.1	-6.9	0.3	-3.5	-0.3	93.0
Cc1oc(-c2cc(F)ccc2F)nc1CN(C)Cc1ccc2nccnc2c1	-11.1	-2.0	-9.6	-0.1	7.2	-2.5	1.6	-1.6	1.2	105.0
Cc1sc2nc(COC(=O)c3ccc(Cl)c(N)c3)[nH]c(=O)c2c1C	-3.0	0.2	18.2	6.0	13.2	-0.2	1.3	9.3	-0.4	96.0
O=S(=O)(O)c1cccc2c(N=Nc3ccc(O)c4ncccc34)cccc12	0.8	-3.6	nt	-1.8	2.8	35.9*	14.6	-10.7	-0.9	97.0
NC(=O)C1CCN(C(=O)CSc2nc3ccccc3s2)CC1	-4.8	-1.0	-12.7	7.5	9.4	2.2	2.5	-2.7	0.5	90.0
O=C(Cc1cccc(NC(=O)C2CCN(C(=O)C3CC3)CC2)c1)Nc1cccc(C(=O)N2CCCC2)c1	-6.8	0.3	0.1	10.0	4.6	-0.8	0.4	2.6	0.0	101.0

Some entries already given, showing only NOD2-RIPK2 inh.
molecule	NOD2-RIPK2 inh
CC(=O)c1sc(Nc2ccc(C)cc2)nc1C	-2.0
NC(=O)C1CCN(C(=O)CSc2nc3ccccc3s2)CC1	-4.8

(listing goes on)
SMILES	NOD2-RIPK2 inh	MC4R ag barr	SRC2 inh	m5-HT2A agonist	MC4R antag cAMP	ABHD5 PLIN5 PPI	TLR9-MyD88 inh	Cardio protect	Glyco luc inh	ABCB6 inh 2
CCCc1nc2oc3c(NCCCN(C)C)ncnc3c2c2c1CCCC2	2.7	0.5	-39.3	-0.7	1.9	5.1	nt	-13.0	-8.8	95.0
Cc1ccc(NC(=O)[C@H](C)NC(=O)C2CCN(C(=O)[C@@H](N)CC(C)C)CC2)cc1	-5.8	0.6	-24.2	0.5	2.9	-10.2	-5.4	-2.7	3.4	102.0
CC1(C)CC(=O)c2cc(C(=O)NC3CCSC3=O)c(=O)n(-c3ccc(Cl)cc3)c2C1 (stereo not given)	-3.4	-0.8	13.2	1.3	9.5	-2.8	11.5	3.0	0.9	63.0*
Oc1ccc2ccccc2c1/C=N/Nc1nnc(-c2ncc[nH]2)c2ccccc12	0.9	1.6	-15.0	-1.6	-38.3	4.6	-6.4	-3.7	-12.0	94.0
COC(=O)c1sccc1-n1cccc1C(=O)C(=O)Nc1ccc(F)cc1	-1.9	-1.0	13.8	-4.7	4.8	-4.4	2.2	-1.1	-0.6	99.0
COc1ccc(NC2CCCN(C(=O)C3(C)CCCCC3)C2)cc1OC (stereo not given)	-7.6	1.2	20.6	-5.3	-1.9	3.1	-8.9	-13.1	0.0	103.0
Cc1csc(NC(=O)CSc2nc3ccccc3c3c2CCCC3)n1	2.9	-2.4	-5.8	2.2	3.9	-2.7	-12.2	-11.5	-10.4	102.0
COc1c(C)cc(C(=O)C2CCCN(C(=O)Cn3ccc(C)n3)C2)cc1C (stereo not given)	3.0	-0.9	16.4	-0.5	12.7	-3.3	-2.9	-2.0	-0.4	97.0
COc1cc(NC(=O)Cn2ccsc2=N)c(C)cc1[N+](=O)[O-]	1.7	0.1	-23.1	9.2	18.7	-3.6	-11.8	17.1	-0.7	103.0
Cc1ccc(S(=O)(=O)c2cc3ccc(O)cc3oc2=O)cc1C	-49.3	2.4	-8.6	3.2	-0.5	-10.8	-114.4	11.0	0.8	91.0
